LDHA inh = blocks human lactate dehydrogenase A; P00338; purified LDHA, NADH/diaphorase-resazurin fluorescence; hits give low values; activity change, % (values are at about 110 or 230 µM); 0.15% of 480,000 active; in the data active = activity change below about -30%; inconclusive = mostly about -25% to -30%;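 note: plate controls were DMSO wells for no effect and wells without enzyme for full effect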
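Remaining NADH was detected by diaphorase (0.133 mg/mL) converting 37 µM resazurin to fluorescent resorufin, read at 0 and 20 minutes. The preceding 5-minute room-temperature reaction used 2 nM LDHA, 0.2 mM sodium pyruvate and 0.06 mM NADH at pH 7.4.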
TrxR1 substrate = rat thioredoxin reductase 1 substrate activity | O89049 | purified TrxR1 substrate turnover, NADPH consumption readout | Potency, µM (series often up to 114 µM), inactives show at the highest dose activity change, negative = substrate turnover | 0.01% of 390,000 active; note: potency is the fitted concentration of half-maximal effect; % is set by controls: 0 for no effect and ±100 for the full control effect; nearly all actives have a fitted effect of over 50% in size
Target sequence (O89049 whole entry, looked up): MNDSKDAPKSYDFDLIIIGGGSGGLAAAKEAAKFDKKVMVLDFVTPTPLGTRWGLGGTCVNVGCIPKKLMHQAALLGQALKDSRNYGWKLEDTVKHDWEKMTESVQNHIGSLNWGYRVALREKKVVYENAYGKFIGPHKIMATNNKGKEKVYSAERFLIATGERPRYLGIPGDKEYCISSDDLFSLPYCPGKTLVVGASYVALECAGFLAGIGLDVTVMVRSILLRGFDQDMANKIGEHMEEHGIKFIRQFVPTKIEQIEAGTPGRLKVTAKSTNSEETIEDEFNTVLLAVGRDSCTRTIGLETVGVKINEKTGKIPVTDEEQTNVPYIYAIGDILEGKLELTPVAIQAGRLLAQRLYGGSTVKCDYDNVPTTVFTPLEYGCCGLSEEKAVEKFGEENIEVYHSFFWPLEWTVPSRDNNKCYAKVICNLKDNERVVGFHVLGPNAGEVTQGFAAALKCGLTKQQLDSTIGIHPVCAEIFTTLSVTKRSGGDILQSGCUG
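Rat TrxR1, dispensed at 90 nM, was prereduced with 400 uM NADPH (final) for 5 min at ~22 deg C, then incubated with compound 15 min before 400 uM selenite. A first-read NADPH fluorescence drop versus no-compound background flagged substrates.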
IDH1 R132H inh = human IDH1 R132H inhibition; IDH1-R132H enzyme, NADPH consumption, diaphorase/resazurin fluorescence; Potency, µM (doses to about 76.6 µM), for inactives: at the top dose activity change, negative = inhibition, usual class: inhibitors; 0.093% of 390,000 active; AID 602179; note: potency is the fitted concentration of half-maximal effect; % is set by controls: 0 for no effect and ±100 for the full control effect; nearly all actives have a fitted effect of over 65% in size
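IDH1-R132H (0.5 ug/mL dispensed) in pH 7.5 Tris buffer was preincubated 30 min with compound, then given a substrate mix of 0.016 mM NADPH and 2 mM alpha-KG for 80 min at room temperature; remaining NADPH was read by diaphorase/resazurin fluorescence.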
rTrxR1 inhibitor = blocks rat thioredoxin reductase 1; O89049; recombinant rTrxR1, NADPH fluorescence consumption, selenite substrate; Potency, µM (titrated, usually from 114 µM), without a hit: at the top dose activity change, negative = inhibition, actives largely listed as inhibitors; 1% of 390,000 active; AID 588453; note: potency is the fitted concentration of half-maximal effect; % is set by controls: 0 for no effect and ±100 for the full control effect; nearly all actives have a fitted effect of over 65% in size
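Rat TrxR1 (90 nM in the dispensed reagent) was pre-reduced with 400 uM NADPH for 5 min at room temperature, then incubated with compound for 15 min. After 400 uM selenite was added, NADPH fluorescence (Ex 340/Em 450 nm) was followed for 8 min.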
RGS4 inh = blocks human RGS4-accelerated GTP hydrolysis; Transcreener GDP fluorescence polarization, RGS4-accelerated GTP hydrolysis; AID 504845; Potency, µM (doses to about 114 µM), without a hit: at the highest dose activity change, negative = inhibition, most hits filed as inhibitors; 0.039% of 390,000 active; note: potency is the fitted concentration of half-maximal effect; % is set by controls: 0 for no effect and ±100 for the full control effect; nearly all actives have a fitted effect of over 75% in size; some results filed as inactive show a strong effect at the top dose
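MLSMR compounds (23 nl, pin-transferred) preincubated 10 min at room temperature with a 500nM (2x) first reagent, then RGS4 at 900nM (2x) plus Transcreener GDP mix added; fluorescence polarization (620/688 nm) read before and after 90 min at 30 °C.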
Vif-A3G inh = Vif-A3G binding inhibition | Q9HC16 | HeLa A3G-eYFP + Vif (tagged APOBEC3G with the HIV-1 protein that degrades it), YFP fluorescence, overnight | Potency, µM (top dose mostly 46.1 µM), for inactives: top-dose activity, negative = active, actives largely listed as inhibitors | 0.076% of 410,000 active;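 note: potency is the fitted concentration of half-maximal effect; % is set by controls: 0 for no effect and ±100 for the full control effect; nearly all actives have a fitted effect of over 60% in size; hits raise eYFP signal because A3G escapes Vif-driven loss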
Target sequence (Q9HC16 whole entry, looked up): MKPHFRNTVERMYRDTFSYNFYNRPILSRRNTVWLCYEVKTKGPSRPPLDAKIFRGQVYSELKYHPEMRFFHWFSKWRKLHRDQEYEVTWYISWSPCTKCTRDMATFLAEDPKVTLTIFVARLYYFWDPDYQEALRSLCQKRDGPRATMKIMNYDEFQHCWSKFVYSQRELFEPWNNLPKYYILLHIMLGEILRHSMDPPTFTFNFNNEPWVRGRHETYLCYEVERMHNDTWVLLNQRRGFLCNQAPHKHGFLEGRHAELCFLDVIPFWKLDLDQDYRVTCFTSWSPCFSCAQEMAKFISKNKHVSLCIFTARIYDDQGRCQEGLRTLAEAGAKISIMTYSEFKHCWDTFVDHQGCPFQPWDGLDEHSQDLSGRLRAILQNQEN
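HeLa cells stably expressing Vif and C-terminally eYFP-tagged A3G, seeded overnight at 37 deg C, then exposed to compound by pintool overnight at 37 deg C. Rise in yellow fluorescence (Ex 488/Em 500-530, Acumen) marks blocked Vif-driven A3G degradation.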
Vif-APOBEC3F blk = inhibitors of Vif-A3F interaction; HeLa A3F-eYFP + Vif (tagged APOBEC3F with the HIV-1 protein that degrades it), YFP fluorescence increase; Potency, µM (series often up to 46.1 µM), without a hit: top-dose activity, negative = active; 0.2% of 390,000 active; note: potency is the fitted concentration of half-maximal effect; % of control where 0% means no effect; nearly all actives have a fitted effect of over 65% in size
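Fluorescence increase (Ex 488/Em 500-530) after overnight compound treatment at 37 deg C flags inhibition of Vif-driven A3F-eYFP loss in stable HeLa A3F-eYFP/Vif cells seeded overnight beforehand.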
GRP78 ERSR act = inducers of ER stress response in human glioma cells; U87-MG GRP78 promoter luciferase reporter, 16 h; Potency, µM, without a hit: top-dose activation, usual class: activators; 0.02% of 420,000 active; AID 602332; note: potency is the fitted concentration of half-maximal effect; series mostly up to about 76 µM; % of control where 0% means no effect; nearly all actives have a fitted effect of over 35% in size
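Stably transfected U87-MG human glioma cells carrying a GRP78-based luminescent sensor were seeded at 1000 cells/well, pin-dosed with compounds and incubated 16 h. Luciferase reagent was then added, and end-point luminescence was read after 10 min at room temperature.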
USP1-UAF1 inh = USP1/UAF1 (human) deubiquitinase inhibition. Potency, µM (doses to about 57.1 µM), for inactives: top-dose activity change, negative = inhibition, usual class: inhibitors. AID 743255. O94782. recombinant USP1/UAF1, Ub-Rhodamine cleavage fluorescence. 0.23% of 390,000 active; note: potency is the fitted concentration of half-maximal effect; % is set by controls: 0 for no effect and ±100 for the full control effect; nearly all actives have a fitted effect of over 60% in size; inactives centre near -12
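High-throughput fluorogenic screen: 1nM USP1/UAF1 complex, Ub-Rho substrate 150nM final, 50mM HEPES pH 7.8 with 0.5mM EDTA, 0.1 mg/ml BSA, 1mM TCEP and 0.01% Tween-20.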
Numbers without * were called inactive; ? = inconclusive; nt = not tested or not shown; & = joins results of further samples; [ ] = remark or other dose. Unless noted, calls come from the whole dose curve; as a rule, active = well fitted curve in the direction sought with a large enough effect; inconclusive = small, poorly fitted or top-dose-only effect, or another doubt; inactive = no such curve, though single readings can be large; an effect the other way counts as inactive or inconclusive.

cpd	compound	LDHA inh	TrxR1 substrate	IDH1 R132H inh	rTrxR1 inhibitor	RGS4 inh	Vif-A3G inh	Vif-APOBEC3F blk	GRP78 ERSR act	USP1-UAF1 inh
1	O=C(CCOc1ccccc1)Nc1ccccc1F	-0.4	5.3%	2.3%	15.2%	-25.3%	-1.8%	-0.4%	1.3%	-5.0%
2	COc1ccccc1N1C(=O)C2C3C=CC(C3)C2C1=O (stereo not given)	-6.7	-6.5%	-0.7%	-5.5%	-1.3%	0.1%	0.8%	5.5%	-24.1%
3	COc1ccc(OCC(=O)Nc2ccccc2C(=O)OCc2cc(=O)n3nc(C)sc3n2)cc1	-14.2	4.2%[57.1 µM]	0.5%	11.8%[57.1 µM]	0.0%	-3.2%	-2.3%	1.9%	-21.2%
4	CN(CC(=O)Nc1ccccc1Cl)C(=O)COC(=O)/C=C/c1ccccc1	-2.6	-2.3%	3.9%	13.5%	13.5%	-1.9%	-3.6%	-1.3%	3.8%
5	COC(=O)c1ccc(N2CCN(S(=O)(=O)c3ccc(Br)cc3)CC2)c([N+](=O)[O-])c1	-4.4	-4.0%	8.2%	3.2%	28.9%	0.0%	5.7%	-6.2%	-19.3%
6	CN1CCN(S(=O)(=O)c2ccc(N3CCN(S(=O)(=O)/C=C/c4ccccc4)CC3)nc2)CC1	-11.3	5.5%	0.8%	18.5%	-25.5%	-22.7%	-12.6%	-5.5%	-15.1%
7	CCOC(=O)C1CCCN(C(=O)c2ccc3c(c2)OCCO3)C1 (stereo not given)	-2.4	-3.1%	-4.7%	-0.3%	-2.6%	-0.7%	-0.7%	1.8%	-16.8%
8	COC(=O)c1cc(C(=O)c2ccc(Cl)cc2Cl)cn1C	-0.8	5.9%	0.3%	25.0%	-10.7%	-0.7%	13.0%	-0.1%	-22.0%
9	COc1cc(OC)cc(C2=NC3(CCC(C)CC3)NC2=S)c1 (stereo not given)	-3.9	-7.1%	3.2%	-15.8%	-17.1%	-7.5%	?	?	-30.5%
10	COC(=O)c1cccc(NS(=O)(=O)c2ccc(OC)c(C(=O)N3CCOCC3)c2)c1C	-4.5	7.0%[57.1 µM]	-4.4%	31.2%[57.1 µM]	-0.7%	1.4%	5.0%	-2.6%	-3.5%
11	COc1ccc(-c2nc3ccccc3n2Cc2ccc(Cl)cc2)cc1	3.2	6.6%	6.8%	12.0%	-20.9%	0.9%	-16.8%	1.0%	-32.6%
12	CCCn1c(=N)n(CC(=O)c2ccc(OCC(=O)OC)cc2)c2ccccc21	-10.3	5.0%	10.6%	20.7%	-2.0%	-5.4%	-39.3%	-15.4%	-20.0%
13	O=S(=O)(c1ccccc1Cl)N1CCCC(c2nc(-c3cccnc3)no2)C1 (stereo not given)	2.3	2.1%	1.5%	8.2%	26.2%	1.7%	-16.5%	-3.6%	-14.7%
14	Cc1ccccc1C(=O)c1cccn1CC(=O)NCCC1=CCCCC1	-8.1	-0.6%[57.1 µM]	24.9%	11.6%[57.1 µM]	25.1%	-0.6%	11.9%	-4.1%	-7.8%
15	O=C(NC(=S)Nc1ccc2oc(-c3ccncc3)nc2c1)c1ccccc1F	6.1	13.1%[57.1 µM]	9.3%	31.1%[57.1 µM]	-24.5%	-0.6%	4.7%	6.2%	-16.5%
16	Cc1cc(C)c(S(=O)(=O)N2CCC(C(=O)NCc3ccc(Cl)cc3Cl)CC2)c(C)c1	-8.6	-6.9%	0.5%	-5.5%	-1.8%	3.1%	-3.6%	-4.8%	-7.1%
17	Cc1cc(C)nc(SCc2ccc(C(=O)N/N=C/c3cccc(O)c3O)cc2)n1	18.6	-9.5%	5.4%	-18.8%	?	?	-7.8%	-1.4%	-17.5%
18	CCOc1ccc(NC(=O)c2sc3nc4c(cc3c2N)CCCCCC4)cc1	-0.4	243.2%[activator]	-9.0%	91.5%[activator]	-2.6%	7.7%	-7.9%	-1.2%	8.0%
19	CC1CC1C(=O)OCC(=O)NC(=O)c1ccc(C(C)(C)C)cc1 (stereo not given)	-3.6	4.6%	9.7%	14.9%	10.2%	1.3%	3.1%	4.3%	-10.3%
20	COc1ccnc2c1c(=O)n(Cc1c(F)cccc1Cl)c(=O)n2C	-0.1	4.7%	-5.4%	17.3%	-19.9%	2.1%	2.1%	-1.7%	-14.4%
21	CCC(C(=O)OCc1csc(CC(=O)Nc2ccccc2C)n1)c1ccccc1 (stereo not given)	0.8	-6.8%	17.1%	2.7%	0.3%	1.5%	1.1%	-7.5%	-18.4%
22	CCOc1ccccc1N1CCN(C(=O)CCNS(=O)(=O)c2ccccc2F)CC1	-2.8	-8.7%	14.4%	-10.9%	-12.8%	-0.5%	-2.1%	-4.6%	-15.3%
23	COC(=O)c1ccccc1NC(=O)CCc1ccccc1	0.8	4.8%[57.1 µM]	9.4%	7.4%[57.1 µM]	-21.5%	0.1%	1.8%	-2.7%	-11.9%
24	CCC(Oc1ccccc1F)C(=O)NCCN1CCOCC1 (stereo not given)	-6.9	-2.7%	-0.3%	3.8%	-7.5%	2.6%	-1.3%	-1.6%	-17.4%
25	COc1ccccc1-n1c(C)cc(/C=C2\C(=N)N3N=C(CC(=O)N4CCOCC4)SC3=NC2=O)c1C	-9.0	0.1%	-1.0%	27.6%	-8.8%	-15.8%	1.9%	-1.3%	-19.8%
26	C=CCNc1nc(Cl)nc(Nc2ccc(OC)cc2OC)n1	-5.3	-1.1%	-7.8%	8.7%	1.9%	0.7%	6.7%	-2.8%	-10.8%
27	C/C(Cl)=C\Cn1c(Nc2cccc(C)c2)nc2c1c(=O)n(C)c(=O)n2C	-5.1	6.9%	1.5%	12.5%	-0.8%	-1.4%	-8.3%	-0.7%	-5.8%
28	Cc1ccccc1S(=O)(=O)Oc1cccc2c(O)cccc12	3.2	-1.9%	-2.7%	22.2%	-6.2%	?	-3.8%	4.9%	-11.7%
29	CCOC(=O)C1(CCOC)CCN(Cc2ccccc2-c2ccco2)CC1	-0.3	6.4%	-8.8%	14.2%	0.6%	-1.6%	?	-4.8%	-18.0%
30	CC1CC(C(F)F)n2nc(C(=O)Nc3sc4c(c3C#N)CCC(C(C)(C)C)C4)nc2N1 (stereo not given)	-0.3	52.4%[activator]	-1.3%	26.0%	12.4%	2.9%	nt	-0.6%	-5.9%
31	COc1ccc(CCNC(=O)CN(c2ccccc2)S(C)(=O)=O)cc1	-5.7	-1.0%	0.0%	9.1%[57.1 µM]	-10.5%	-1.8%	0.4%	-0.3%	-4.1%
32	Fc1ccccc1OCCCCSc1ncccn1	-7.0	-6.5%	4.2%	1.9%	-1.0%	-5.4%	0.5%	0.3%	-7.1%
33	CCN1CNC(=S)N(c2cccc(C)c2)C1	-4.8	-5.2%[2.29 µM]	4.7%	10.5%[57.1 µM]	0.3%	-2.9%	2.7%	-2.9%	-2.6%
34	CCNS(=O)(=O)c1ccc(CCC(=O)N2CCN(c3cccc(Cl)c3)CC2)cc1	-5.1	-6.3%[57.1 µM]	-2.1%	-5.6%[57.1 µM]	27.4%	-3.3%	-0.4%	-2.2%	-17.0%
35	Cc1sc(NC(=O)CSC2=NCCS2)nc1-c1ccccc1	-0.7	-10.4%	2.0%	-12.5%	4.9%	2.0%	-6.8%	14.3%	-10.9%
36	Cc1c(NC(=O)c2n[nH]c(=O)c3ccccc23)c(=O)n(-c2ccccc2)n1C	2.8&-3.0	-0.4%	10.6%	17.3%[0.457 µM]	-5.7%	-0.1%	0.9%	-4.3%	-5.0%
37	COC(=O)Nc1ccc(S(=O)(=O)N2CCCC(C(=O)NC3CCS(=O)(=O)C3)C2)cc1 (stereo not given)	-5.2	-2.9%[57.1 µM]	-2.0%	-13.2%[57.1 µM]	3.3%	0.0%	4.1%	-2.3%	-6.1%
38	CS(=O)(=O)N1CCC(C(=O)Nc2ccccc2Br)CC1	-4.8	-2.8%	6.3%	15.1%	15.6%	1.5%	-1.5%	1.3%	-15.6%
39	COC(=O)CC1COc2ccccc2N1S(=O)(=O)c1ccc(Br)cc1 (stereo not given)	-1.9	-10.3%	4.7%	9.0%	16.5%	-19.3%	-4.8%	-4.4%	-10.2%
40	Cc1nnsc1Sc1ccccc1C(=O)O	-13.6	-5.4%[57.1 µM]	-0.1%	-3.6%[57.1 µM]	22.8%	-1.4%	24.2%	0.8%	-13.9%

From PubChem BioAssay

The list is partial. The share of hits here may be higher or lower than overall.
